Bioassay records from PubChem BioAssay.
POLB inh: DNA polymerase beta (human) inhibition; AID 485314; Pol beta primer extension/strand displacement, fluorescence kinetic; Potency, µM (top dose mostly 114 µM), without a hit: at the top dose activity change, negative = inhibition, actives largely listed as inhibitors; P06746; actives 1.3% (n = 340,000); note: potency is the fitted concentration of half-maximal effect; % is set by controls: 0 for no effect and ±100 for the full control effect
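10 nM enzyme + cpd, 15 min RT; start with substrate 50 nM final; read 0 min and after 10 min RT. Corrected, normalized data; 4-parameter Hill curve fit.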
APE1 inh: blocks human APE1 abasic DNA cleavage; recombinant APE1, TAMRA/BHQ-2 abasic DNA cleavage fluorescence; AID 2517; actives 0.35% (n = 350,000); Potency, µM (titrated, usually from 65.8 µM), for inactives: at the top dose activity change, negative = inhibition, hits mostly inhibitors;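 note: potency is the fitted concentration of half-maximal effect; plate controls were vehicle for no effect and reference inhibitor for full effect; nearly all actives have a fitted effect of over 55% in size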
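Step 1: APE1 (0.75 nM) with compound, 15 min RT. Step 2: add 50 nM fluorophore/quencher THF duplex. Step 3: three fluorescence reads 60 s apart (525/598 nm); read 3 minus read 1 = reaction progress.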
Apoferritin bind: binds horse apoferritin like a general anesthetic. AID 485281. actives 0.074% (n = 350,000). Potency, µM (titrated, usually from 77.5 µM), without a hit: at the highest dose activity change, negative = displacement, usual class: inhibitors. apoferritin/1-aminoanthracene competitive binding, fluorescence. P02791; note: potency is the fitted concentration of half-maximal effect; % is set by controls: 0 for no effect and ±100 for the full control effect; nearly all actives have a fitted effect of over 20% in size
Target sequence (P02791 2-175 limits assumed): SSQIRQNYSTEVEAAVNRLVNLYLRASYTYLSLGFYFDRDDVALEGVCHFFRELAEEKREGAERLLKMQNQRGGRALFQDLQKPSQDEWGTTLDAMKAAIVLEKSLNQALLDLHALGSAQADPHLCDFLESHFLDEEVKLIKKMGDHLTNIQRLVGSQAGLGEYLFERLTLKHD
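In PBS, apoferritin at 10 uM is loaded with 1-AMA from a 50% saturated solution. After 10 min of compound exposure at ambient temperature, reduced 535 nm fluorescence indicates probe displacement.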
Pol kappa inh: inhibitors of human DNA polymerase kappa. Q9UBT6. purified Pol kappa, fluorescent DNA synthesis assay, 10 min. Potency, µM (doses to about 107 µM), for the others: at the top dose activity, negative = inhibition, most hits filed as inhibitors. actives 0.53% (n = 400,000); note: potency is the fitted concentration of half-maximal effect; % is set by controls: 0 for no effect and ±100 for the full control effect
Target sequence (Q9UBT6 whole entry, looked up): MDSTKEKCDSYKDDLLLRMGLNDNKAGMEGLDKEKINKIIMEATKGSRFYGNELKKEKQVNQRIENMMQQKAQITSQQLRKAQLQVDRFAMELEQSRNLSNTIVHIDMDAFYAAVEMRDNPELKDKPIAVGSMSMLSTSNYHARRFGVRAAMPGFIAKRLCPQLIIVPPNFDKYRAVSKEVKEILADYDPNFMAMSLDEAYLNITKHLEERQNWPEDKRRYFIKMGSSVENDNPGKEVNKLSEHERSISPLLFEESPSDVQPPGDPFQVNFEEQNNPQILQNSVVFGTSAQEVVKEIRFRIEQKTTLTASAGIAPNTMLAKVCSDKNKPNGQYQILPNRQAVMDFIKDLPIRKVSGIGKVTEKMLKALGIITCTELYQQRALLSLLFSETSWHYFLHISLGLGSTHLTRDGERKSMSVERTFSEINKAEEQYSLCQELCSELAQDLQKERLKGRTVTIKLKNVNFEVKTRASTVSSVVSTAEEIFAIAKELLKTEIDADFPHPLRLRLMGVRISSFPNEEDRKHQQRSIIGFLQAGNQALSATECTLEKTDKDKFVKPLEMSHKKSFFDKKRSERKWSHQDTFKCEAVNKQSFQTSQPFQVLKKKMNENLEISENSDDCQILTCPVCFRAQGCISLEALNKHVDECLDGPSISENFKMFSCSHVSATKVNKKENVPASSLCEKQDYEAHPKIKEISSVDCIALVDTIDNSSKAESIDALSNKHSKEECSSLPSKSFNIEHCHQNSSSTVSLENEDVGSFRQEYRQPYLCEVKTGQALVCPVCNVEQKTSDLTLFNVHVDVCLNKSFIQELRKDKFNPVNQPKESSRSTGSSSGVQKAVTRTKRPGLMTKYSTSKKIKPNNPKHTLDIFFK
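Enzyme at 10 nM met test compounds for 15 min at room temperature. Substrate addition (50 nM final) began the reaction, which was monitored by fluorescence at 0 and 10 min.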
BLM inh: inhibitors of human Bloom syndrome helicase BLM. recombinant BLM DNA unwinding, fluorescence dequenching. Potency, µM (series often up to 56.1 µM), for the others: at the highest dose activity change, negative = inhibition, hits mostly inhibitors. P54132. actives 0.2% (n = 350,000);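 note: potency is the fitted concentration of half-maximal effect; plate controls were vehicle for no effect and no enzyme for full effect; nearly all actives have a fitted effect of over 35% in size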
RXFP1 antagonist: RXFP1 (human) relaxin receptor antagonism; activity change, negative = inhibition, % at 57.5 µM; Q9HBX9; AID 1259400; HEK293-RXFP1, relaxin-stimulated cAMP HTRF, 30 min; hits give low values; actives 0.59% (n = 350,000);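 active = activity change of -60% or lower, but not beyond a set lower limit; inconclusive = change between -60% and -40%, or beyond the set limit; inactive = change above -40%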; note: % is set by controls: 0 for no effect and ±100 for the full control effect
Tb PGK inh: T. brucei PGK inhibition; Potency, µM (highest dose often 57.5 µM), inactives show top-dose activity change, negative = inhibition, actives largely listed as inhibitors; PGK/GAPDH coupled, Kinase-Glo luminescence, 60 min; P07378; AID 602233; actives 0.043% (n = 380,000); note: potency is the fitted concentration of half-maximal effect; % is set by controls: 0 for no effect and ±100 for the full control effect; nearly all actives have a fitted effect of over 60% in size
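Recombinant glycosomal PGK reaction used 1,3-bisphosphoglycerate generated in-well by GAPDH (100nM final) in 100mM TEA pH 7.6, 5mM MgCl2, 0.01% Tween-20. After 60 minutes at room temperature, ATP was read by Kinase-Glo Plus luminescence end-point.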
POLI inh: blocks human DNA polymerase iota activity; Q9UNA4; Pol iota fluorescent replication assay, 10 min; Potency, µM (top dose mostly 115 µM), inactives show at the highest dose activity, negative = inhibition, hits mostly inhibitors; actives 1% (n = 390,000); AID 588590; note: potency is the fitted concentration of half-maximal effect
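Pol iota at 10 nM preincubated 15 min with compounds at room temperature; reaction started with fluorescent substrate, 50 nM final. Fluorescence read kinetically at 0 and 10 min; buffer-only wells as negative control.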
Pol eta inh: blocks human DNA polymerase eta activity; Q9Y253; AID 588591; Potency, µM (top dose mostly 114 µM), for the others: top-dose activity change, negative = inhibition, most hits filed as inhibitors; actives 1.2% (n = 390,000); recombinant Pol eta, fluorescent DNA replication assay; note: potency is the fitted concentration of half-maximal effect; % is set by controls: 0 for no effect and ±100 for the full control effect
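Fluorescent replication assay: 50 nM final substrate added after a 15 min room-temperature compound preincubation with 10 nM enzyme. Signal taken at 0 min and again at 10 min.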
Numbers without * were called inactive; i = inactive; u = inconclusive; x = no result given; [ ] = another dose, or the depositor's remark. Unless noted, calls come from the whole dose curve; as a rule, active = well fitted curve in the direction sought with a large enough effect; inconclusive = small, poorly fitted or top-dose-only effect, or another doubt; inactive = no such curve, though single readings can be large; an effect the other way counts as inactive or inconclusive. This is a subset; rates above refer to the full screens.

SMILES	POLB inh	APE1 inh	Apoferritin bind	Pol kappa inh	BLM inh	RXFP1 antagonist	Tb PGK inh	POLI inh	Pol eta inh
Cc1nc(-c2ccc(F)cc2)sc1CCNC(=O)C(=O)Nc1ccc2c(c1)OCO2	0%	x	1%	-7%[60.1 µM]	2%	5	8%	2%	-13%
O=C(Cn1cc(C(F)(F)F)ccc1=O)OCC(=O)c1ccc[nH]1	x	14%	x	-16%	x	-6	-9%	40%[activator]	3%
CCOc1ccc(CNS(=O)(=O)c2ccc(-c3coc(C)n3)cc2)cc1OC	-20%	x	-18%	-8%[60.1 µM]	0%	x	-9%	15%	-18%
O=C(c1ccc(S(=O)(=O)NCc2ccco2)cc1)N1CCN(Cc2ccccc2F)CC1	x	0%	x	-6%	x	-7	12%	24%	-17%
CCOc1ccc(/C=N/Nc2ccc(C(F)(F)F)cc2[N+](=O)[O-])cc1O	-2%	7%	-1%	-7%	0%	2	-11%	20%	-10%
COC(=O)c1cc2sccc2n1Cc1c(C)cc(C)cc1C	3%	x	3%	2%	-6%	-7	0%	42%[activator]	-20%
Cc1cc(C)c(S(=O)(=O)c2cccc(Cl)c2)c(Cl)n1	8%	0%	-14%	-12%	-3%	-17	-4%	16%	7%
Cc1ccc(-c2nnc3ccccc3c2C(=O)Nc2ccc(C)c(F)c2)cc1	16%	x	-9%	17%	-4%	1	3%	2%	-2%
Cc1ccc(NC(=O)CSc2n[nH]c(-c3ccncc3)n2)c(C)c1	1%	4%[12.4 µM]	3%	-10%	4%	-29	0%	9%	7%
COc1cc(NS(=O)(=O)c2ccc(NC(=O)c3cccnc3)cc2)ncn1	19%	52%	-4%	1%	2%	0	-8%	-8%	-7%
Cc1ccc(-c2c(C(=O)Nc3ccccc3F)oc(=O)c3ccccc23)cc1	22%	x	-1%	-5%[60.1 µM]	-7%	-17	0%	15%	-19%
CCOc1ccc(NS(=O)(=O)c2ccc(NC(=O)C3CC3)cc2)cc1	7%	36%	-20%	-5%	-7%	-11	-2%	23%	u
CCN1CCN(C(=O)CCNC(=O)Cn2ccc3ccccc3c2=O)CC1	2%	3%	-3%	6%	-2%	-6	0%	32%[activator]	-15%
C=CCNC(=S)N/N=C1\CCS(=O)(=O)c2ccccc21	32%	0%	-11%	-2%[60.1 µM]	-6%	0	i	-23%	2%
CSc1nc(N)nc(SCC(=O)OC(C)C)c1C#N	-1%	-2%	-10%	0%	-2%	-4	-3%	-15%	-10%
COc1ccc(NC(=O)c2cnn3c(C(F)(F)F)cc(-c4ccco4)nc23)cc1OC	2%	-2%	-11%	-16%	-11%	-1	0%	1%	u
CCCCN(C(=O)c1ccc(C#N)cc1)c1c(N)n(CCC)c(=O)[nH]c1=O	51%	-19%	7%	-2%	0%	-1	i	7%	-10%
CN(c1ncc(C(F)(F)F)cc1Cl)n1cc(C(N)=O)c2ccccc2c1=O	-3%	0%	-9%	-7%	-2%	-13	i	-7%	-17%
COc1ccccc1NC(=O)c1sc2ncn(Cc3ccccc3Cl)c(=O)c2c1C	4%	x	39%[activator]	-20%[60.1 µM]	0%	-10	-4%	-18%	-3%
CN(C(=O)c1cccc(C#CC(C)(C)O)c1)C1CCCN(Cc2ccccc2F)C1 (stereo not given)	6%	22%	0%	13%	-4%	-2	i	50%[activator]	-6%
Cc1cccc(NC(=O)CCCN2C(=O)c3cccc4cccc(c34)C2=O)c1	40%	12%	-7%	-10%	-3%	5	-4%	15%	-3%
Cc1cc(C)c(S(=O)(=O)Nc2nnc(C3CCCCC3)s2)c(C)c1	-22%	15%	-19%	0%	-1%	5	9%	29%	1%
CCOc1ccc2c(c1)[nH]c(=S)n2C	-25%	0%	0%	-13%	-4%	-12	-6%	u	-15%
CCCc1cc2c(cc1NC(=O)c1ccccc1C)OCO2	8%	0%	-12%	-15%	-2%	4	-3%	2%	-6%
CCc1ccc(NC(=O)CSc2ncc(S(=O)(=O)c3cc(C)ccc3C)c(=O)[nH]2)cc1	7%	x	-7%	-6%	3%	x	0%	u	2%
O=C(Nc1nnc(-c2ccccc2SCc2ccccc2)s1)Nc1ccccc1F	1%	-5%	-8%	3%	-1%	-18	-3%	3%	-6%
O=C(NCc1ccc(F)cc1)c1cc(Sc2ccc(F)cc2F)nc2ccccc12	1%	x	-4%	-1%[60.1 µM]	-4%	-10	-8%	10%	12%
Cc1cc2oc(=O)cc(CN(C)Cc3cccc(F)c3)c2cc1C	-10%	41%	0%	-5%	-7%	-39	-4%	41%[activator]	-26%
O=C(CSc1ncccn1)NC1CCCc2ccccc21 (stereo not given)	29%	5%	-9%	-4%	-4%	-5	i	41%[activator]	-11%
CCOC(=O)c1cc([N+](=O)[O-])sc1NC(=O)CC	24%	u	-11%	-7%	-6%	-8	-4%	85%[activator]	-13%

Reprinted from the part before: two compounds, then new ones.
SMILES	POLB inh	APE1 inh	Apoferritin bind	Pol kappa inh	BLM inh	RXFP1 antagonist	Tb PGK inh	POLI inh	Pol eta inh
O=C(CSc1ncccn1)NC1CCCc2ccccc21 (stereo not given)	29%	5%	-9%	-4%	-4%	-5	i	41%[activator]	-11%
CCOC(=O)c1cc([N+](=O)[O-])sc1NC(=O)CC	24%	u	-11%	-7%	-6%	-8	-4%	85%[activator]	-13%
COc1ccc(N(CC(=O)NC2CCCC2)C(=O)Cn2nnc(-c3ccc(C)cc3)n2)cc1OC	-11%	1%	-10%	-9%	-1%	-12	-2%	8%[58.9 µM]	-3%
COc1ccc(NC(=O)c2ccc(S(=O)(=O)N3CC(C)OC(C)C3)cc2)cc1 (stereo not given)	x	-10%	x	8%	x	5	-9%	u	-13%
COc1ccc(CC(=O)NCc2cccc(CNC(=O)Cc3ccc(OC)c(OC)c3)c2)cc1OC	-15%	10%	-9%	1%	-4%	3	-6%	47%[activator]	-18%
CCOC(=O)C(=O)C1=CN(Cc2ccccc2)C=C(C#N)C1	1%	53%	-3%	u	-2%	-6	-2%	u	-2%
c1ccc(Cc2nn3c(Cn4cnc5ccccc54)nnc3s2)cc1	7%	-7%	-10%	-8%	0%	-11	-3%	3%	-5%
CN(C)c1ccc(C(c2nnnn2C(C)(C)C)N2CCc3ccccc3C2)cc1 (stereo not given)	15%	-2%	-9%	x	-3%	x	x	x	x
Cc1ccc2c(c1)c1c(c(=O)n(Cc3ccccc3)c(=O)n1Cc1cccc(C(F)(F)F)c1)n2C	6%	x	4%	-3%	-1%	x	-7%	21%	-17%
COc1ccc(C(=O)Nc2cccc(C(=O)N3CCCC3)c2)cc1	2%	3%	-3%	5%	-10%	-10	-2%	16%	-17%
COC(=O)c1c(NC(=O)C(C)C)sc2c1C(C(=O)OC)CC2 (stereo not given)	1%	4%	-9%	-1%	-1%	-2	3%	14%	-11%
COc1cc(/C=N/N(C)C)cc(Br)c1O	2%	0%	-5%	-21%	-2%	u	18%	18%	-1%
Cc1nc2ccccn2c1C(=O)NCc1ccc2c(c1)OCO2	34%	0%	-10%	-5%	-3%	-5	x	u	6%
CC1=N/C(=C/c2cccnc2)C(=O)O1	32%	7%	0%	8%	-12%	-1	i	66%[activator]	-5%
CCN(c1cccc(C)c1)c1ncnc2nc[nH]c12	8%	-3%	6%	-4%	-2%	x	-3%	13%	-6%
COc1cccc2c1OCC(C(=O)OCc1cccnc1)=C2	32%	16%	-6%	1%	-6%	-10	3%	85%[activator]	-14%
Cc1ccccc1NC(=O)CSc1ccc(-c2cccs2)nn1	-26%	x	-10%	-10%	0%	-8	-4%	-5%	10%
CCN(CC)S(=O)(=O)c1ccc(NC(=S)Nc2ccccc2)cc1	15%	-13%	2%	-3%	-4%	7	x	21%	-20%
CCc1ccc(C(=O)COC(=O)C(CCSC)NC(=O)C23CC4CC(CC(C4)C2)C3)cc1 (stereo not given)	0%	6%	13%	-18%	-1%	-4	-11%	32%[activator]	-18%
O=C1CC(c2ccccc2)C(C(=O)Nc2ccccc2F)N1 (stereo not given)	9%	20%	-8%	-15%	2%	-16	-9%	19%	-17%
O=C(C1CCN(C2CC(=O)N(c3ccc(F)cc3)C2=O)CC1)N1CCOCC1 (stereo not given)	-13%	-4%	8%	-5%	-2%	2	-1%	-12%	1%
O=C(NCCc1c[nH]c2ccccc12)/C(=C/c1cccnc1)NC(=O)c1ccco1	-3%	5%	-7%	-2%	-1%	-4	i	14%	-2%
COc1ccc(NC(=O)CN2C(=O)c3cccnc3Sc3ccccc32)cc1OC	-23%	x	-16%	-1%	1%	-23	-1%	6%	4%
Cc1ccc(CNC(=O)C2CCCN(S(=O)(=O)c3ccc(F)cc3)C2)cc1 (stereo not given)	25%	-3%	-1%	-3%	1%	-6	3%	33%[activator]	-11%
O=C(Cc1ccccc1Cl)NCc1cccnc1	-2%	-3%	-8%	-17%	-3%	2	-6%	58%[activator]	-14%
Nc1ccc2c(c1)Cc1cc(N)c(Cl)cc1-2	x	x	x	-15%	x	-9	6%	23%	-18%
CCCC(=O)Nc1nc(-c2ccc(Cl)s2)cs1	24%	1%	-2%	-2%	-7%	-4	-2%	15%	3%
COc1ccccc1S(=O)(=O)CC(O)COc1ccc(F)cc1Cl (stereo not given)	21%	-2%	-3%	-3%	-5%	-5	1%	34%[activator]	-13%
CCCOc1ccccc1OCC(=O)Nc1ccc(S(=O)(=O)N2CCCC2)cc1	x	26%	x	-19%	x	-17	0%	15%	-20%
COc1ccc(-c2csc(NC(=O)CN3C(=O)NC4(CCCC4)C3=O)n2)cc1	x	-4%	x	-4%	x	1	11%	14%	-6%
CCc1ccc(N(C(=O)CNC(=O)c2cccs2)C(C(=O)NC(C)(C)C)c2cc(OC)c(OC)c(OC)c2)cc1 (stereo not given)	40%	19%	-5%	-8%	-3%	4	x	-16%	-6%
CCOC(=O)c1c[nH]c2c(C)ccc(Cl)c2c1=O	67%	15%	-6%	4%	0%	-8	6%	110%[activator]	-16%
CCOc1ccccc1NC(=O)c1nc[nH]c1C(=O)Nc1ccccc1OCC	0%	-2%	-11%	-1%	2%	-12	-8%	3%	1%
